Rpn11 block: Rpn11 (PSMD14) deubiquitinase inhibitors, primary screen, biochemical, fluorescence polarization, uHTS | 26S proteasome non-ATPase regulatory subunit 14 (Homo sapiens), O00487 | human 26S proteasome, Ub4-pepOG fluorescence polarization; 20S core pre-blocked with epoxomicin | calls only at 20 µM | 360,000 tested, 0.59% active;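 active = inhibition at 20 µM, scaled to each plate's controls, above about 33%, limit read from the data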
Target sequence (O00487 whole entry, looked up): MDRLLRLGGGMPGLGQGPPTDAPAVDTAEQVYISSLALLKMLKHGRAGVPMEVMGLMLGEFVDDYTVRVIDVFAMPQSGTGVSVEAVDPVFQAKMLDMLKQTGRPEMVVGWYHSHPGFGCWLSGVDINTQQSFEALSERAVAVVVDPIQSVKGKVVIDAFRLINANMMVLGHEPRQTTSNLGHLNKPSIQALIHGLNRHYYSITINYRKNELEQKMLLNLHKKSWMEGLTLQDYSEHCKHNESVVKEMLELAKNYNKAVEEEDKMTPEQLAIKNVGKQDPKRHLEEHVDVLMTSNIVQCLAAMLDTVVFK
CSN deneddyl inh: inhibitors of CSN-mediated cullin deneddylation, primary screen, biochemical, fluorescence polarization, uHTS | Purified CSN, SCF-Nedd8-OG deneddylation | inhibition, % at 12.5 µM | 360,000 tested, 0.38% active | AID 651999, 2013;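 active = pattern-corrected inhibition above about 35%, with an unprinted fluorescence ratio check between 0.5 and 1.5, limit read from the data, passing the limit was not always enough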;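 also: 0% = enzyme with substrate and 100% = substrate without enzyme; some results filed as inactive read as strong as hits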
Target sequence (Q92905 whole entry, looked up, one chain of several): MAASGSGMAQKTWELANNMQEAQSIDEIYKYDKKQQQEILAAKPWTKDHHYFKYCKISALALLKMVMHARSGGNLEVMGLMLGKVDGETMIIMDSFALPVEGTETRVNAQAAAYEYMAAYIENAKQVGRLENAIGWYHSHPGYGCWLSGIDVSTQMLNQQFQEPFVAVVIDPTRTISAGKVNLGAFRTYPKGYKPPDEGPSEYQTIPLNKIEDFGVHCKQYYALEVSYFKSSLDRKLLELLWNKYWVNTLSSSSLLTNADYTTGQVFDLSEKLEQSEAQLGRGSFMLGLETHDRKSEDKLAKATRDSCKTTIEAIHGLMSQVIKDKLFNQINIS
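assay system = purified human Csn5 enzyme expressed in HEK293T cells | amount = 0.24 nM enzyme | buffer or medium = Tris/NaCl/DTT buffer, pH 7.5 | reagent = 10 nM SCFSkp2-Nedd8OG | compound = one concentration, 12.5 µM, 0.25% DMSO | times = 90 min reaction at room temperature | signal = FP | read-out basis = % inhibition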
LMPTP block: LMPTP phosphatase inhibitors, primary screen, biochemical, fluorescence intensity, uHTS; AID 651560, 2012; 360,000 tested, 0.22% active; Low molecular weight phosphotyrosine protein phosphatase (Homo sapiens), P24666; inhibition, % at 20 µM; recombinant LMPTP-A, OMFP fluorogenic substrate;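 active = compounds that cut the enzyme signal by at least half of the control window in the single-dose screen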;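 also: plate controls were DMSO wells with enzyme plus substrate for no effect and substrate without enzyme for full effect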
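Test system – LMPTP-A phosphatase enzyme · Quantity – 0.625 nM LMPTP-A final · Reagent – OMFP substrate, 400 µM final · Dosing – one test concentration per compound, 20 µM, with 3% DMSO overall · Timing – 50 min enzyme reaction at room temperature, protected from light · Detection – fluorescence intensity · Controls – substrate-only low control, DMSO enzyme-plus-substrate high control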
Neddyl block: inhibitors of cullin neddylation, primary screen, biochemical, TR-FRET, uHTS, NAE and Ubc12; 360,000 tested, 0.58% active; calls only at 25 µM; NEDD8-conjugating enzyme Ubc12 (Homo sapiens) + NEDD8-activating enzyme E1 regulatory …; in the data active = inhibition above about 36%
STEP block: STEP phosphatase inhibitors, primary screen, biochemical, fluorescence intensity, uHTS; Tyrosine-protein phosphatase non-receptor type 5 (Homo sapiens), P54829; recombinant STEP, OMFP fluorogenic substrate; inhibition, % at 20 µM; 360,000 tested, 0.25% active;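 active = inhibition at 20 µM, scaled per plate between control wells, above about 37%, limit read from the data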;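 also: 0% = DMSO with enzyme and substrate and 100% = substrate only without enzyme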
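System: STEP phosphatase, cell-free reaction; Buffer or medium: Bis-Tris pH 6.0 buffer with DTT, detergent; Incubation: 20 min at room temperature, dark; Measured by: fluorescence, 480/540 nm.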
DNMT1 block: human DNMT1 methyltransferase inhibitors, primary screen, biochemical, molecular beacon, fluorescence, HinP1I cleavage, uHTS; DNA (cytosine-5)-methyltransferase 1 (Homo sapiens), P26358; inhibition (reported as % activation of signal), % at 10 µM; 360,000 tested, 0.83% active; AID 588458, 2011; in the data active = inhibition above about 50%
NadD block: inhibitors of S. aureus NadD, primary screen, biochemical, colorimetric, uHTS; AID 602399, 2012; inhibition, % at 20 µM; 360,000 tested, 0.78% active; Nicotinate-nucleotide adenylyltransferase NadD (Staphylococcus aureus N315); purified NadD enzyme, colorimetric absorbance read-out; in the data active = inhibition above about 26%; also: some compounds past the cut are filed as inactive
SUMO1-SIM PPI: modulators of SUMO1 protein-protein interactions, primary screen, biochemical, uHTS | SUMO1 binding to a labelled peptide, TR-FRET, 1 h | inhibition, % at 20 µM | 360,000 tested, 0.33% active | AID 602429, 2012; in the data active = inhibition above about 37%
Target sequence (P63165 whole entry, looked up): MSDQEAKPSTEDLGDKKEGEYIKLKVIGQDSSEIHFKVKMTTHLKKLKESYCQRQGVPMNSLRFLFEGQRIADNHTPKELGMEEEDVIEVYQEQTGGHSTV
Scp-1 inhibitor: Scp-1 phosphatase inhibitors, primary screen, biochemical, colorimetric, uHTS | Carboxy-terminal domain RNA polymerase II polypeptide A small phosphatase 1 (Homo … | AID 493091, 2011 | Recombinant Scp1, phosphopeptide, malachite green phosphate absorbance | inhibition, % at 20 µM | 340,000 tested, 0.88% active;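 active = inhibition above about 50% at 20 µM, limit read from the data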;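 also: plate controls were DMSO wells with enzyme for no effect and wells lacking enzyme for full effect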
Target sequence (Q9GZU7 76-261 limits assumed): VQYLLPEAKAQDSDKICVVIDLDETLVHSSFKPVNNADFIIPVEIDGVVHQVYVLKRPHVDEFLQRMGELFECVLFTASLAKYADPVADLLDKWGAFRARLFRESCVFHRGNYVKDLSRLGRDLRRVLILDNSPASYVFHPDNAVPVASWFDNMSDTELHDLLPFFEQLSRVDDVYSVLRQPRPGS
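Material: truncated SCP-1 phosphatase (76-261aa) / Buffer or medium: 50 mM Tris acetate pH 5.5, 0.005% Tween-20, 10 mM MgCl2 / Compound dosing: one concentration, 20 µM, with 1.0% DMSO / Incubation: 45 min room-temperature reaction, 5 min colour, 30 min stabiliser / Detection: colorimetric free-phosphate detection, absorbance 630 nm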
Rin1 Abl inh: inhibitors of Rin1-Abl protein binding, primary screen, biochemical, TR-FRET | 360,000 tested, 0.4% active | inhibition, % at 7.35 µM; in the data active = inhibition above about 5%, passing the limit was not always enough
Starred values were filed as active, the others as inactive.

For CN(C)c1nc(-c2cccnc2)nc(-c2ccccc2)c1C#N the results were Rpn11 block inactive, CSN deneddyl inh -7, LMPTP block -0.3, Neddyl block inactive, STEP block 4, DNMT1 block -2, NadD block 4, SUMO1-SIM PPI -60, Scp-1 inhibitor -2 and Rin1 Abl inh 0.
CCOc1ccc(NC(=O)c2cccs2)c([N+](=O)[O-])c1 was read as Rpn11 block inactive, CSN deneddyl inh 9, LMPTP block 0.2, Neddyl block inactive, STEP block 0, DNMT1 block 4, NadD block 7, SUMO1-SIM PPI -19, Scp-1 inhibitor -6 and Rin1 Abl inh -3.
`CCOC(=O)N1CCC(NC(=O)C(NS(=O)(=O)c2ccc3c(c2)CCN3C(C)=O)C(C)C)CC1` (stereo not drawn) gave Rpn11 block inactive, CSN deneddyl inh -1, LMPTP block -1.1, Neddyl block inactive, STEP block -5, DNMT1 block 2, NadD block -2, SUMO1-SIM PPI -1, Scp-1 inhibitor 3 and Rin1 Abl inh -4.
COc1ccc(-c2nc(N)nc(C(F)(F)F)c2-c2csc(C)n2)c(O)c1 was read as Rpn11 block inactive, CSN deneddyl inh 2, LMPTP block 0.1, Neddyl block inactive, STEP block 0, DNMT1 block 3, NadD block -2, SUMO1-SIM PPI -3, Scp-1 inhibitor -4 and Rin1 Abl inh -3.
`CN(Cc1ccccc1)C(=O)COC(=O)C1=NNC(=O)CC1` gave Rpn11 block inactive, CSN deneddyl inh -4, LMPTP block -2.1, Neddyl block inactive, STEP block 0, DNMT1 block 1, NadD block -4, SUMO1-SIM PPI 3, Scp-1 inhibitor -3 and Rin1 Abl inh 1.
`Cc1ccc(S(=O)(=O)NCCOc2nc(N(C)C)nc(N3CCOCC3)n2)cc1` gave Rpn11 block inactive, CSN deneddyl inh 0, LMPTP block 0.1, Neddyl block inactive, STEP block 1, DNMT1 block 6, NadD block -2, SUMO1-SIM PPI 1, Scp-1 inhibitor -8 and Rin1 Abl inh 0.
`c1ccc(-n2nnnc2-c2cnc(-c3cccnc3)nc2-c2cccs2)cc1` gave Rpn11 block inactive, CSN deneddyl inh 1, LMPTP block 1.7, Neddyl block inactive, STEP block 2, DNMT1 block -2, NadD block -4, SUMO1-SIM PPI -5, Scp-1 inhibitor 0 and Rin1 Abl inh -6.
For N#Cc1nc(-c2ccco2)oc1NCCc1ccccc1 the results were Rpn11 block inactive, CSN deneddyl inh -3, LMPTP block -3.0, Neddyl block inactive, STEP block -2, DNMT1 block -2, NadD block 1, SUMO1-SIM PPI -7, Scp-1 inhibitor 3 and Rin1 Abl inh 1.
Cc1cccc(C)c1NC(=O)C1(C)CSCC(=O)N1Cc1cccs1 (stereo not drawn) was read as CSN deneddyl inh 4, LMPTP block -0.7, Neddyl block inactive and SUMO1-SIM PPI 2.
Screening Cc1ccc(NS(=O)(=O)c2ccccc2F)cc1S(=O)(=O)N1CCCCC1 returned Rpn11 block inactive, CSN deneddyl inh -4, LMPTP block 0.9, Neddyl block inactive, STEP block -1, DNMT1 block -1, NadD block -6, SUMO1-SIM PPI 7, Scp-1 inhibitor -9 and Rin1 Abl inh -1.
For Cc1ccc(C)c(NC(=O)CSc2nnc(CNC(=O)c3ccco3)o2)c1 the results were Rpn11 block inactive, CSN deneddyl inh 2, LMPTP block -1.4, Neddyl block inactive, STEP block 0, DNMT1 block 2, NadD block -4, SUMO1-SIM PPI 1, Scp-1 inhibitor 1 and Rin1 Abl inh 0.
Screening COc1ccc(N2C(=O)NC3CC2(C)Oc2ccccc23)cc1OC (stereo not drawn) returned Rpn11 block inactive, CSN deneddyl inh 1, LMPTP block -0.8, Neddyl block inactive, STEP block -1, DNMT1 block -3, NadD block -1, SUMO1-SIM PPI -4, Scp-1 inhibitor 0 and Rin1 Abl inh 2.
For CCCc1nnc(NC(=O)C(=O)NCCN(C)C)s1 the results were Rpn11 block inactive, CSN deneddyl inh 2, LMPTP block -2.2, Neddyl block inactive, STEP block 2, DNMT1 block -2, NadD block -2, SUMO1-SIM PPI 11, Scp-1 inhibitor -1 and Rin1 Abl inh 4.
COc1ccc(CCNC(=O)c2nnn(CC(=O)Nc3ccc(C)cc3C)c2N)cc1OC was read as Rpn11 block inactive, CSN deneddyl inh 34, LMPTP block -1.5, Neddyl block inactive, STEP block 0, DNMT1 block 3, NadD block -5, SUMO1-SIM PPI -2, Scp-1 inhibitor -8 and Rin1 Abl inh 0.
`C/C(=N\OC(=O)c1ccc(Br)cc1)c1ccccn1` gave Rpn11 block inactive, CSN deneddyl inh -7, LMPTP block 0.6, Neddyl block inactive, STEP block 0, DNMT1 block 2, NadD block -4, SUMO1-SIM PPI -4, Scp-1 inhibitor -5 and Rin1 Abl inh 3.
For CC(C)(C)Cc1c(-c2ccc(C#N)cc2)nc2c(Cl)cc(C(F)(F)F)cn12 the results were Rpn11 block inactive, CSN deneddyl inh 3, LMPTP block 2.5, Neddyl block inactive, STEP block 4, DNMT1 block -18, NadD block -5, SUMO1-SIM PPI -1 and Rin1 Abl inh 2.
Screening CCOc1cc(CNc2ccc3[nH]c(=O)[nH]c3c2)ccc1OCC(=O)NC(C)(C)C returned Rpn11 block inactive, CSN deneddyl inh 3, LMPTP block -0.6, Neddyl block inactive, STEP block 0, DNMT1 block -12, NadD block 8, SUMO1-SIM PPI 5, Scp-1 inhibitor -8 and Rin1 Abl inh 1.
Cc1cccc(N=C2NC(=O)S/C2=C\c2ccco2)c1 was read as Rpn11 block inactive, CSN deneddyl inh 3, LMPTP block 13, Neddyl block inactive, STEP block 6, DNMT1 block 30, NadD block 1, SUMO1-SIM PPI -1, Scp-1 inhibitor 49 and Rin1 Abl inh -1.
Screening C=COCCn1c(=N)n(CCC)c2ccccc21 returned Rpn11 block inactive, CSN deneddyl inh -2, LMPTP block -1.7, Neddyl block inactive, STEP block 1, DNMT1 block 5, NadD block -7, SUMO1-SIM PPI 5, Scp-1 inhibitor -2 and Rin1 Abl inh 0.
`COC(=O)CSc1nc(C)c(Oc2ccccc2)c(=O)[nH]1` gave Rpn11 block inactive, CSN deneddyl inh -3, LMPTP block -1.8, Neddyl block inactive, STEP block -2, DNMT1 block 3, NadD block 1, SUMO1-SIM PPI 1, Scp-1 inhibitor -5 and Rin1 Abl inh -2.
Screening COCCNC(=S)N1CCC(NC(=O)c2ccco2)CC1 returned Rpn11 block inactive, CSN deneddyl inh -8, LMPTP block -0.2, Neddyl block inactive, STEP block 2, DNMT1 block 3, NadD block -5, SUMO1-SIM PPI 1, Scp-1 inhibitor 0 and Rin1 Abl inh 1.
Screening O=C(Cc1csc(-c2ccccc2)n1)NCC(=O)Nc1ccc(F)c(F)c1F returned Rpn11 block inactive, CSN deneddyl inh 4, LMPTP block -0.5, Neddyl block inactive, STEP block -1, DNMT1 block 0, NadD block -4, SUMO1-SIM PPI -4, Scp-1 inhibitor -12 and Rin1 Abl inh -2.
For COc1cc(S(=O)(=O)Nc2ccccc2C)ccc1NC(=O)c1ccncc1 the results were Rpn11 block inactive, CSN deneddyl inh -9, LMPTP block -0.4, Neddyl block inactive, STEP block 1, DNMT1 block -2, NadD block -3, SUMO1-SIM PPI 7, Scp-1 inhibitor -5 and Rin1 Abl inh 4.
For CN(c1ccccc1)S(=O)(=O)c1cccc(C(=O)Nc2cccc(C(=O)NC3CC3)c2)c1 the results were Rpn11 block inactive, CSN deneddyl inh -1, LMPTP block -0.1, Neddyl block inactive, STEP block -1, DNMT1 block -1, NadD block -7, SUMO1-SIM PPI 1, Scp-1 inhibitor -9 and Rin1 Abl inh 0.
For CCCCCCCCC(=O)c1c(OC)oc(C=O)cc1=O the results were CSN deneddyl inh 68*, LMPTP block 7.5, Neddyl block inactive, STEP block -4, DNMT1 block 98*, NadD block 26, SUMO1-SIM PPI 8 and Rin1 Abl inh 2.
COCc1nnc(NS(=O)(=O)c2ccc(OC)cc2)s1 was read as Rpn11 block inactive, CSN deneddyl inh -3, LMPTP block -1.7, Neddyl block inactive, STEP block -3, DNMT1 block 5, NadD block 1, SUMO1-SIM PPI 5, Scp-1 inhibitor -1 and Rin1 Abl inh 5.
COC(=O)c1ccc2c(c1O)C(=O)c1ccccc1C2=O was read as Rpn11 block inactive, CSN deneddyl inh 2, LMPTP block 0.7, Neddyl block inactive, STEP block 4, DNMT1 block 9, NadD block 0, SUMO1-SIM PPI -15, Scp-1 inhibitor -6 and Rin1 Abl inh 0.
CCN(C[C@H]1N[C@@](C)(C(=O)OC)[C@H]2C(=O)N(Cc3ccccc3)C(=O)[C@@H]12)C(=O)Nc1ccc(C)cc1 was read as Rpn11 block inactive, CSN deneddyl inh 4, LMPTP block -13, Neddyl block inactive, STEP block 1, DNMT1 block 3, NadD block -4, SUMO1-SIM PPI -2, Scp-1 inhibitor -2 and Rin1 Abl inh -1.
O=C(CSc1ccc2c(c1)OCCO2)Nc1ccc(Cl)cn1 was read as Rpn11 block inactive, CSN deneddyl inh -5, LMPTP block -0.8, Neddyl block inactive, STEP block 0, DNMT1 block -3, NadD block 1, SUMO1-SIM PPI 0, Scp-1 inhibitor -2 and Rin1 Abl inh 3.

Pulled one by one from the entries so far:
Cc1cccc(C)c1NC(=O)C1(C)CSCC(=O)N1Cc1cccs1 (stereo not drawn) was read as CSN deneddyl inh 4, LMPTP block -0.7, Neddyl block inactive and SUMO1-SIM PPI 2.
Screening Cc1ccc(NS(=O)(=O)c2ccccc2F)cc1S(=O)(=O)N1CCCCC1 returned Rpn11 block inactive, CSN deneddyl inh -4, LMPTP block 0.9, Neddyl block inactive, STEP block -1, DNMT1 block -1, NadD block -6, SUMO1-SIM PPI 7, Scp-1 inhibitor -9 and Rin1 Abl inh -1.
For CN(C)c1nc(-c2cccnc2)nc(-c2ccccc2)c1C#N the results were Rpn11 block inactive, CSN deneddyl inh -7, LMPTP block -0.3, Neddyl block inactive, STEP block 4, DNMT1 block -2, NadD block 4, SUMO1-SIM PPI -60, Scp-1 inhibitor -2 and Rin1 Abl inh 0.

Screening results: PubChem, several laboratories

Random draw from the library. Share with any hit: about 3.8%.
